From PubChem
Myeloid diff 2 – induction of myeloid progenitor differentiation, primary screen, cell-based, flow cytometry, MLPCN library; AID 624256, 2012; ER-HoxA9 myeloid progenitors, lysozyme-GFP differentiation; calls only at 10 µM; actives 1% (n = 360,000);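 active means normalized GFP-positive differentiation at or above the plate's own cutoff, the solvent-only control mean plus 3 SD; inconclusive means no clear call, values can overlap the other calls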;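 further: cells exposed to compound for four days before flow analysis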
LYP phosphatase – inhibitors of LYP phosphatase, biochemical, fluorescence intensity, uHTS (AID 1779); Tyrosine-protein phosphatase non-receptor type 22 (Homo sapiens); recombinant LYP phosphatase, fluorescence intensity; higher % means a stronger effect; one-dose inhibition, % at 11.5 µM; IC50 in µM for titrated hits; actives 0.054% (n = 290,000); in the data active means inhibition above about 50%;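 further: plate controls were vehicle with enzyme for no effect and no enzyme for full effect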
Myeloid diff 2 GFP+ MAC1+ % – second read-out of Myeloid diff 2, no call of its own (marks repeat the call); GFP+ MAC1+ double positive, %; measured here: differentiation confirmed by MAC1 staining
* hit, by the source's call; i = inactive; ? = inconclusive; . = not tested or not shown. A portion of the library; rates above refer to the full screens.

Compound | Myeloid diff 2 | Myeloid diff 2 GFP+ MAC1+ % | LYP phosphatase
CN1CCC(=NNC(=O)CN(c2ccccc2)S(=O)(=O)c2ccccc2)CC1 | i | 1.1 | -3.7%
CC(=O)c1ccc(NC(=O)c2ccc3nc(C)sc3c2)cc1 | i | 0.3 | -10.5%
CCCCc1cc(=O)oc2cc(C)cc(OC(C)C(=O)NCc3ccncc3)c12 (configuration not stated) | i | 1.7 | -1.1%
CCCc1nnc(SCC(=O)Nc2nccs2)o1 | i | 0.5 | -0.1%
CCc1ccc(-c2cc3c(=O)n(CC(=O)NCc4ccccc4F)ncn3n2)cc1 | i | 5.5 | -9.2%
CSCCCN1CC[C@@H](N2CCN(c3ccccc3F)CC2)[C@H](O)C1 | i | 0.8 | 0.6%
O=C(O)c1cccc(CSc2nnc(-c3cccnc3)o2)c1 | i | 1.2 | -7.2%
Nc1cc(OC(=O)c2ccc(F)cc2)nn1S(=O)(=O)c1ccc(F)cc1 | i | 0.9 | -5.3%
COc1ccc(-c2nc(C#N)c(N3CCN(C(=O)c4ccco4)CC3)o2)cc1OC | i | 3.0 | -10.0%
O=C(NCc1ccc(F)cc1)C(=O)c1cn(CC(=O)N2CCCC2)c2ccccc12 | i | 0.0 | -12.0%
COc1ccc(/C(C)=N/NC(=O)c2ccc3nc[nH]c3c2)cc1 | i | 0.0 | -8.4%
Cc1ccc(OCC(=O)Nc2ccc(C(N)=O)cc2)cc1 | i | 0.7 | -8.5%
O=C(O)CSc1nc2ccccc2nc1Cc1ccccc1F | i | 0.5 | 3.0%
CC(=O)Oc1ccc2nc(-c3ccco3)oc(=O)c2c1 | i | 0.6 | -10.3%
COc1ccc(N2CCN(C(c3cccs3)C(C)NC(=O)C(=O)N3CCOCC3)CC2)cc1 (configuration not stated) | i | 1.1 | -10.0%

Following part
Compound | Myeloid diff 2 | Myeloid diff 2 GFP+ MAC1+ % | LYP phosphatase
Cc1[nH]c(=O)[nH]c(=O)c1S(=O)(=O)Nc1ccc(F)cc1Cl | i | 0.6 | -9.3%
Cc1ccc(NC(=O)CCS(=O)(=O)c2ccc3c(c2)NC(=O)C(C)S3)cc1Cl (configuration not stated) | i | 1.8 | -9.0%
COc1ccc(NC(=O)CS(=O)(=O)c2ccc(C)cc2)c(OC)c1 | i | 0.5 | -6.3%
O=C(CSc1ccc(-c2ccco2)nn1)Nc1cccc(F)c1 | i | 0.9 | -9.3%
COc1ccccc1NS(=O)(=O)c1ccc2c(c1)N(C(C)=O)CC(C)S2 (configuration not stated) | i | 2.8 | -1.4%
CCOc1ccc(/C=N/NC(=O)NC23CC4CC(CC(C4)C2)C3)cc1O | i | 2.3 | -3.5%
N#CCCNS(=O)(=O)c1ccc(C(=O)OCCCOC(=O)c2ccc(S(=O)(=O)NCCC#N)cc2)cc1 | i | 1.0 | -7.0%
CC(=O)N1CCCc2cc(S(=O)(=O)N3CCCC(C)C3)ccc21 (configuration not stated) | i | 2.4 | -8.5%
COc1ccccc1C(=O)NNC(=O)c1ccc(Br)o1 | i | 0.7 | -5.5%
COc1ccc(N(CC(=O)NC2CCCC2)C(=O)c2ccc(C)s2)cc1OC | i | 2.4 | -5.3%
CC(=O)Nc1ccc(NC(=O)CN(C)S(=O)(=O)c2ccc3c(c2)CCC(=O)N3)cc1 | i | 1.0 | -2.8%
Cc1cc(C)c2c(N)c(C(=O)Nc3ccc(F)cc3)sc2n1 | i | 0.9 | -0.3%
Cc1ccc(NS(=O)(=O)c2ccc(NC(=O)C3CC3)cc2)c(C)c1 | i | 0.7 | -9.6%
COc1ccc(C(=O)NNC(=O)C23CC4CC(CC(C4)C2)C3)c(OC)c1 | i | 0.8 | -1.0%
O=C(Nc1cccc(-n2cnnn2)c1)c1cccnc1 | i | 2.0 | -8.8%

(next part)
Compound | Myeloid diff 2 | Myeloid diff 2 GFP+ MAC1+ % | LYP phosphatase
O=C(C1CCN(c2ncnc3c2nc2n3CCCCC2)CC1)N1CCCCC1 | i | 0.6 | -11.1%
Cc1ccc(CNc2nc3ccccc3n2C)cc1 | i | 0.6 | -12.0%
COc1ccc(NC(=O)c2ccc(N3C(=O)C4CC=C(Cl)CC4C3=O)cc2)cc1 (configuration not stated) | i | 1.2 | -8.4%
O=C(Nc1ccccn1)c1ccc(Br)c(S(=O)(=O)N2CCCC2)c1 | i | 0.7 | -7.9%
COc1ccc(C)cc1NC(=O)NNC(=O)c1cc2ccccc2cc1O | i | 1.7 | -2.2%
CCCCn1c(N2CCCC2)nc2c1c(=O)[nH]c(=O)n2C | i | 0.6 | 0.7%
CCCCNC(=O)[C@@H]1CSC2c3ccc(OC)c(OC)c3C(=O)N21 (some centres not stated) | i | 0.4 | -2.3%
COc1ccc(OCc2nnc(SCC(=O)N3C(C)CCCC3C)o2)cc1 (configuration not stated) | i | 1.3 | -8.8%
Cn1ccnc1SCc1ccc(Cl)cc1Cl | i | 0.3 | -3.3%
Clc1cc(Br)ccc1OCCOCCN1CCCC1 | i | 0.2 | -8.1%
CC(C)N(C(=O)N1CCN(c2ccnc3cc(Cl)ccc23)CC1)C(C)C | i | 0.7 | -4.2%
O=C(NNC(=S)Nc1ccc(F)cc1F)c1ccco1 | i | 1.2 | -10.3%
COc1cc(-c2noc(C)c2/C=C/c2ccc(OC(C)=O)cc2)cc(OC)c1OC | ? | . | -1.5%
Cc1cc(C)c2nc(N3CCOCC3)c(C#N)cc2c1 | i | 1.2 | -10.5%
CC1(C)C(C(=O)OCC(Cl)(Cl)Cl)N2C(=O)C(NC(=O)Cc3ccccc3)C2S1=O (configuration not stated) | i | 0.4 | -1.9%

Additional results
Compound | Myeloid diff 2 | Myeloid diff 2 GFP+ MAC1+ % | LYP phosphatase
CCc1cc(C(=O)N2CCCC(C(=O)c3ccc(Cl)cc3)C2)no1 (configuration not stated) | i | 1.0 | -8.5%
O=C(O)c1cccc(-n2cc(-c3cccc(C(F)(F)F)c3)cn2)c1 | i | 0.2 | -5.1%
COc1ccc(NC(=O)C2CCCN(c3ncnc4onc(-c5ccc(F)cc5)c34)C2)cc1 (configuration not stated) | i | 0.5 | -0.9%
CC1CCCCN1C(=O)CSc1nnc(-c2ccccc2F)o1 (configuration not stated) | i | 1.1 | -4.5%
CCOc1ccccc1CNC(=O)C(C)n1nc(C)c2c(C)n(-c3ccccc3)nc2c1=O (configuration not stated) | i | 2.0 | -7.9%
COc1cccc(Oc2ccc(C(F)(F)F)cc2NC(=O)CCc2nc3ccccc3c(=O)[nH]2)c1 | i | 0.2 | -4.3%
COc1ccc(-c2ccc(C(=O)C3CC3)cc2)cc1 | i | 0.3 | -8.3%
CCCCCCCNC(=O)c1cc(-c2ccncc2)nc2ccccc12 | i | 0.4 | 0.2%
CCC(C)[C@H](NC(=O)N1c2ccccc2NC(=O)[C@@H]1C(C)C)C(=O)N[C@@H](Cc1ccccc1)C(=O)O (some centres not stated) | i | 1.6 | -7.8%
O=C(COCc1cc(-c2ccc3c(c2)OCO3)on1)N1CCCCC1 | ? | . | -10.2%
CSCC(=O)N1CCCC(CO)(CCCc2ccccc2)C1 (configuration not stated) | i | 0.9 | 1.7%
CCOc1ccc(NC(=O)c2ccc3[nH]c(=O)c(=O)[nH]c3c2)cc1 | i | 1.3 | -6.1%
COCCn1c(SCC(=O)Nc2ccccc2OC)nc2ccccc2c1=O | i | 0.1 | -5.5%
COc1ccc(C(=O)C2CCN(C(=O)c3ccc(OC)cc3)CC2)cc1 | i | 0.6 | -6.6%
Cc1c(CCC(=O)NCCCCCC(=O)O)c(=O)oc2c(C)c3oc4c(c3cc12)CCCC4 | i | 0.7 | -7.7%

Other results.
Compound | Myeloid diff 2 | Myeloid diff 2 GFP+ MAC1+ % | LYP phosphatase
O=C(/C=C/c1cccc(C(F)(F)F)c1)N1CCN(c2ccccn2)CC1 | i | 1.9 | -5.3%
CC(Oc1ccccc1)C(=O)Nc1nnc(S(=O)(=O)N2CCCCCC2)s1 (configuration not stated) | i | 2.0 | -3.8%
O=C1CCCN1c1ccc(S(=O)(=O)N2CCCCC2)cc1 | i | 2.0 | -9.5%
O=C1CC[C@H](O)CCN1[C@H](CSc1ccccc1)Cc1ccccc1 | i | 1.8 | -10.7%
COc1cccc2cc(C(=O)Nc3ccccc3C)/c(=N/O)oc12 | i | 0.3 | -6.8%
Cc1ccc(C(C(=O)NC(C)(C)C)N(CC2CCCO2)C(=O)CCC(=O)Nc2ccccn2)cc1 (configuration not stated) | i | 3.2 | -5.4%
CC(=O)c1cccc(NS(=O)(=O)c2cc3c(cc2C)N(C(C)=O)CCO3)c1 | i | 6.4 | -1.0%
O=C(Nc1cccnc1Cl)c1cc(-c2ccccc2O)on1 | i | 1.6 | -8.3%
CC(C)NC(=O)CSc1ncccc1-c1nc2ccccc2[nH]1 | i | 0.5 | -13.3%
COc1cccc(N2CCN(S(=O)(=O)c3ccc4c(c3)NC(=O)CS4)CC2)c1 | i | 1.6 | -3.0%
CCC(C)Sc1nnc(CNS(=O)(=O)c2ccc(F)cc2)n1C (configuration not stated) | i | 0.4 | -11.9%
COc1cccc(-n2c(N)cc(=O)nc2SCC(=O)N2CCN(c3ccccc3)CC2)c1 | i | 1.4 | -11.0%
CN(c1ccc(C(=O)NC2CCCC2)cc1)S(=O)(=O)c1ccccc1 | i | 0.5 | -11.9%
COc1ccc(S(=O)(=O)N2CCC(C(=O)NCCc3ccccc3)CC2)cc1 | i | 0.2 | -11.0%
CN1CCN(S(=O)(=O)c2ccc3c(c2)CC(=O)N3C)CC1 | i | 0.8 | -2.4%

Later entries:
Compound | Myeloid diff 2 | Myeloid diff 2 GFP+ MAC1+ % | LYP phosphatase
COc1ccc(Cl)cc1CNCCCSc1ncccn1 | i | 0.7 | -15.2%
Cc1ccc(C(=O)N/C(=C\c2cn(C)c3ccccc23)C(=O)N2CCN(C)CC2)cc1 | i | 1.0 | -6.3%
COCCCNC(=O)C1CCC(CNS(=O)(=O)c2ccc3c(c2)N(C(C)=O)CCO3)CC1 (configuration not stated) | i | 0.0 | -6.9%
C=CCOc1ccc(C2NC(=O)c3ccccc3O2)cc1 (configuration not stated) | i | 0.9 | -11.5%
Cc1ccc(C(C(=O)NC2CCCCC2)N(Cc2cccnc2)C(=O)c2csnn2)cc1 (configuration not stated) | i | 0.4 | -9.1%
CC(C)(C)C(=O)Nc1ccc(C(=O)Nc2cccc(Oc3ccc(C(=O)O)c(C(=O)O)c3)c2)cc1 | i | 0.5 | 0.1%
CCOC(=O)C1CCN(C(=O)CN(C)S(=O)(=O)c2ccc3c(c2)c(=O)n(C)c(=O)n3C)CC1 | i | 3.8 | -10.4%
CC(/C=C1\SC(=S)N(CCC(=O)Nc2ccccc2O)C1=O)=C\c1ccccc1 | i | 2.5 | -3.1%
COc1ccc2oc(C(=O)OCC(=O)N3CCN(S(=O)(=O)c4ccc(C)cc4)CC3)c(C)c2c1 | i | 5.5 | -3.7%
NC(=O)c1nsc(C(=O)N(c2ccc(F)cc2)C(C(=O)NCC2CCCO2)c2ccc3ncccc3c2)c1N (configuration not stated) | i | 0.6 | -15.5%
C/C(=N\NC(=O)c1nnn(-c2nonc2N)c1CN(C)c1ccccc1)c1cccc(O)c1 | i | 1.6 | -4.2%
CCOc1cc(C(=O)NC2CC(C)(C)NC(C)(C)C2)cc(OCC)c1OCC | i | 1.7 | 2.1%
O=C(OCC(=O)N(C1CCCCC1)C1CCCCC1)c1ccccc1O | i | 0.5 | 0.5%
CCN1CCN(C(=O)c2c(-c3c(Cl)cccc3Cl)noc2C)CC1 | i | 5.2 | -8.7%
Cc1ccc(NS(=O)(=O)c2c(C)[nH]c(C)c2C(=O)N2CCCCC2)cc1Cl | i | 0.0 | -13.7%

Some entries already given, reduced to Myeloid diff 2 and LYP phosphatase:
SMILES	Myeloid diff 2	LYP phosphatase
C/C(=N\NC(=O)c1nnn(-c2nonc2N)c1CN(C)c1ccccc1)c1cccc(O)c1	i	-4.2%
CCOc1cc(C(=O)NC2CC(C)(C)NC(C)(C)C2)cc(OCC)c1OCC	i	2.1%
O=C(OCC(=O)N(C1CCCCC1)C1CCCCC1)c1ccccc1O	i	0.5%

Following part
Compound | Myeloid diff 2 | Myeloid diff 2 GFP+ MAC1+ % | LYP phosphatase
CN(C)c1ccc(NC(=O)C[n+]2ccccc2)cc1 | i | 0.9 | -6.7%
CN(C)CCCNc1c2c(nc3ccccc13)CCC2 | i | 0.3 | -0.9%
O=C(COc1ccc2c3c(c(=O)oc2c1)CCC3)NC1CCN(Cc2ccccc2)CC1 | i | 1.2 | -9.3%
COc1ccc2[nH]c3c(c2c1)CCNC3(C)CCc1ccc(Cl)nc1 (configuration not stated) | i | 0.2 | -8.5%
CCc1cccc(OCC2Cn3c(nc4c3c(=O)[nH]c(=O)n4C)O2)c1 (configuration not stated) | i | 0.6 | -5.2%
COc1ccccc1N1CCN(CC(O)c2ccccc2)CC1 (configuration not stated) | i | 0.8 | -5.0%
Cc1ccc(S(=O)(=O)NCC(C)n2nc(C)cc2C)cc1 (configuration not stated) | i | 0.2 | -4.4%
Cc1oncc1C(=O)N1CCCC(CO)(Cc2ccc(F)cc2F)C1 (configuration not stated) | i | 2.2 | -0.2%
COc1ccc2cc(CCNC(=O)c3ccc(S(=O)(=O)N4CCCC4)cc3)c(=O)[nH]c2c1 | i | 0.8 | -1.6%
COCC(C)N1CCC(n2nccc2NC(=O)c2ccc3c(c2)OCO3)CC1 (configuration not stated) | i | 1.0 | -0.4%

A second format for some results above.
The line under a structure holds: Myeloid diff 2, Myeloid diff 2 GFP+ MAC1+ %, LYP phosphatase
Cc1oncc1C(=O)N1CCCC(CO)(Cc2ccc(F)cc2F)C1 (configuration not stated)
  i, 2.2, -0.2%
Cc1ccc(S(=O)(=O)NCC(C)n2nc(C)cc2C)cc1 (configuration not stated)
  i, 0.2, -4.4%
CCc1cccc(OCC2Cn3c(nc4c3c(=O)[nH]c(=O)n4C)O2)c1 (configuration not stated)
  i, 0.6, -5.2%
